# APE1 inh – qHTS Assay for Inhibitors of the Human Apurinic/apyrimidinic Endonuclease 1 (APE1). Potency, µM (doses to about 65.8 µM), without a hit: at the top dose activity change, negative = inhibition, most hits filed as inhibitors. hit rate 0.35% among 350,000. recombinant APE1, TAMRA/BHQ-2 abasic DNA cleavage fluorescence;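 also: plate controls were vehicle for no effect and reference inhibitor for full effect; nearly all actives have a fitted effect of over 55% in size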
#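 APE1 at 0.75 nM preincubated 15 min at room temperature with compound. Reaction then started with 50 nM double-stranded THF-abasic substrate labelled with TAMRA/BHQ-2, and 525/598 nm fluorescence read kinetically. Activity taken as third-minus-first read difference, normalized to DMSO and NSC13755 controls.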
# BAZ2B block – qHTS Assay for Inhibitors of BAZ2B. hit rate 4.4% among 360,000. Potency, µM (highest dose often 114 µM), for the others: at the highest dose activity change, negative = inhibition, actives largely listed as inhibitors. Bromodomain adjacent to zinc finger domain protein 2B (Homo sapiens), Q9UIF8. AlphaScreen BAZ2B-H3K14Ac peptide displacement; also: % is scaled to controls: 0 for no effect and ±100 for the full control effect; nearly all actives have a fitted effect of over 60% in size
#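 AlphaScreen luminescence quantifies BAZ2B engagement of H3K14Ac peptide; the protein and biotinylated peptide are both at 50 nM final, buffer PBS pH 7.4 with 0.01% Tween-20, all steps at room temperature.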
# POLH inh – qHTS for Inhibitors of Polymerase Eta; hit rate 1.2% among 390,000; DNA polymerase eta (Homo sapiens), Q9Y253; AID 588591, 2011; recombinant Pol eta, fluorescent DNA replication assay; Potency, µM (top dose mostly 114 µM), without a hit: at the highest dose activity change, negative = inhibition, hits mostly inhibitors; also: % is scaled to controls: 0 for no effect and ±100 for the full control effect
# Target sequence (Q9Y253 whole entry, looked up): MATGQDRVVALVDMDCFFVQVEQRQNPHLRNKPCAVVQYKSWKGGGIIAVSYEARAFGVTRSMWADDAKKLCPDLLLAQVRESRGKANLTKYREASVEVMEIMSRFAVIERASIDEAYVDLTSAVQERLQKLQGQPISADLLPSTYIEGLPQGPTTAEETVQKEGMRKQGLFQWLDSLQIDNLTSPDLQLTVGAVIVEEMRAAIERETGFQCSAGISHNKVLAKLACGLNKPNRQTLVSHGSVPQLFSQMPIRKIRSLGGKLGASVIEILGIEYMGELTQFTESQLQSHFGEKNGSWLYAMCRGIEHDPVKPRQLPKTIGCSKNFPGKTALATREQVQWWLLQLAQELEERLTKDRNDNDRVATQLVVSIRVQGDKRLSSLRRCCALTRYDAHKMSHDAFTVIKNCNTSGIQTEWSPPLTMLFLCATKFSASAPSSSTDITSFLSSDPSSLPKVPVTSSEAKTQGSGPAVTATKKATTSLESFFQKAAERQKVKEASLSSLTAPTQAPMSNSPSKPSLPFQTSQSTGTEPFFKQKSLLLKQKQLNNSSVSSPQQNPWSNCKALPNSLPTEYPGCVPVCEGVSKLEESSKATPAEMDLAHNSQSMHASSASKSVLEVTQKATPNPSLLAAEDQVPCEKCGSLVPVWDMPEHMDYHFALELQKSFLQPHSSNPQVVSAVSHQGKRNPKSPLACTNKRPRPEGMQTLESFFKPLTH
#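 Fluorescent replication assay: 50 nM final substrate added after a 15 min room-temperature compound preincubation with 10 nM enzyme. Signal taken at 0 min and again at 10 min.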
# Pol iota inh – qHTS for Inhibitors of Polymerase Iota; Pol iota fluorescent replication assay, 10 min; Potency, µM (highest dose often 115 µM), without a hit: at the highest dose activity, negative = inhibition, actives largely listed as inhibitors; hit rate 1% among 390,000; AID 588590, 2011
#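 Fluorescent replication assay read twice, at 0 min and 10 min after adding 50 nM (final) substrate. Enzyme (10 nM) and compounds were first incubated 15 min at room temperature; enzyme-free buffer wells were negative controls.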
# G9a inh – qHTS Assay for Inhibitors of Histone Lysine Methyltransferase G9a; AID 504332, 2011; G9a H3K9 monomethylation, AlphaScreen, 2 h; Potency, µM (doses to about 102 µM), for the others: at the highest dose activity, negative = inhibition, most hits filed as inhibitors; hit rate 8.8% among 350,000; also: % is scaled to controls: 0 for no effect and ±100 for the full control effect; nearly all actives have a fitted effect of over 75% in size
# Target sequence (Q96KQ7 913-1193 limits assumed): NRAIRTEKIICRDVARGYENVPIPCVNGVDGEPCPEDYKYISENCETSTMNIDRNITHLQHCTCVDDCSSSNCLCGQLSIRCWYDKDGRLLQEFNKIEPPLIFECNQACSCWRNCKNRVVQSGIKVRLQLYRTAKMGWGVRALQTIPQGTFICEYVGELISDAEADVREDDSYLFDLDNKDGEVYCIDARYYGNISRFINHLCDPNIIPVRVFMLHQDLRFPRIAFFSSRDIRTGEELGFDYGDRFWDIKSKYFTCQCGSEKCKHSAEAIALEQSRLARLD
#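 Methyltransferase reactions run at room temperature for 2 h (20 nM enzyme, 500 nM biotin-H3K9 peptide, 20 uM SAM) after a 15 min compound preincubation; product detected by AlphaScreen beads and anti-H3K9me1 antibody.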
# Pol beta inh – qHTS Assay for Inhibitors of DNA Polymerase Beta; P06746; Pol beta primer extension/strand displacement, fluorescence kinetic; Potency, µM (titrated, usually from 114 µM), for inactives: top-dose activity change, negative = inhibition, hits mostly inhibitors; hit rate 1.3% among 340,000; also: % is scaled to controls: 0 for no effect and ±100 for the full control effect
#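 Pol beta (10 nM) and compounds were preincubated 15 min at room temperature, then 50 nM substrate (final) started primer extension/strand displacement. Reads were taken at 0 and 10 min; concentration-response data were fitted to a four-parameter Hill equation.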
# POLK inh – qHTS for Inhibitors of Polymerase Kappa; purified Pol kappa, fluorescent DNA synthesis assay, 10 min; Potency, µM (top dose mostly 107 µM), without a hit: at the highest dose activity, negative = inhibition, actives largely listed as inhibitors; hit rate 0.53% among 400,000; also: % is scaled to controls: 0 for no effect and ±100 for the full control effect
#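 Fluorescent qHTS in 1536-well format: enzyme (10 nM) and compound sat 15 min at room temperature before 50 nM substrate (final) was added. Signal taken at 0 and 10 min; no-enzyme buffer wells were negative controls.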
# BLM inh – qHTS Assay for Inhibitors of Bloom's syndrome helicase (BLM). hit rate 0.2% among 350,000. RecQ-like DNA helicase BLM (Homo sapiens), P54132. recombinant BLM DNA unwinding, fluorescence dequenching. AID 2528, 2010. Potency, µM (titrated, usually from 56.1 µM), for inactives: at the top dose activity change, negative = inhibition, actives largely listed as inhibitors;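 also: plate controls were vehicle for no effect and no enzyme for full effect; nearly all actives have a fitted effect of over 35% in size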
# Apoferritin bind – qHTS Assay for Identification of Novel General Anesthetics | apoferritin/1-aminoanthracene competitive binding, fluorescence | Potency, µM (series often up to 77.5 µM), without a hit: at the highest dose activity change, negative = displacement, hits mostly inhibitors | hit rate 0.074% among 350,000 | AID 485281, 2010; also: % is scaled to controls: 0 for no effect and ±100 for the full control effect; nearly all actives have a fitted effect of over 20% in size
#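 Probe: 1-aminoanthracene (50% saturated, PBS). Protein: horse-spleen apoferritin, 10 uM. Incubation: 10 min, room temperature. Detection: 380 nm excitation, 535 nm emission. Analysis: normalized response, four-parameter Hill.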
# An asterisk follows results filed as active; u = inconclusive; x = not tested or not shown; & = joins results of further samples; [ ] = another dose, or the depositor's remark. Calls follow the shape of the dose curve; as a rule, active = well fitted curve in the direction sought with a large enough effect; inconclusive = small, poorly fitted or top-dose-only effect, or another doubt; inactive = no such curve, though single readings can be large; an effect the other way counts as inactive or inconclusive. Potency is read from the fitted curve at half-maximal effect. A portion of the library (hit frequency here may not be typical).
SMILES,APE1 inh,BAZ2B block,POLH inh,Pol iota inh,G9a inh,Pol beta inh,POLK inh,BLM inh,Apoferritin bind
CC(C)=C[C@@H]1C[C@H](C)[C@H]2CC[C@H](C)c3c(O[C@@H]4O[C@@H](C)[C@@H](O)[C@@H](O)[C@@H]4O)c(O)c(C)c1c32,-17%,x,-19%,2%,x,x,-25%,x,x
c1ccc(COc2cccc(CN3CCc4ccccc4C3)c2)cc1,-2%,7%,-13%,8%,x,21%,-4%,-1%,-20%
O=C(c1ccccc1)c1cnc(Nc2ccccc2Cl)s1,-1%,4%,-11%,4%,31%,-9%,-19%,-9%,u
COC(=O)c1cc(C)sc1NC(=O)C1C2C=CC(CC2)C1C(=O)O (centres undefined),3%,0%,-10%,-2%,10%,22%,2%,-12%,6%
CCCCCOC(=O)Cc1c(O)c2ccccc2[nH]c1=O,1%,-21%,-8%,12%,-33%[12.7 µM],-26%,-7%,3%,1%
O=c1c(-c2ccccc2)nc2cnc(Oc3ccccc3)nc2n1C[C@H]1CCCO1,2%,x,x,x,0%[0.501 µM],x,-3%[60.1 µM],-5%,x
COc1cc(C(=O)N2CCC(c3nc4ccccc4s3)CC2)cc(OC)c1OC,x,-37%,-20%,27%,-10%[59 µM],-14%,-7%,-1%,-5%
O=C(N/N=C/c1cn(-c2ccccc2)nc1-c1ccccc1)c1ccco1,12%,u,-4%,-13%,37%[59 µM],3%,-15%,-3%,-8%
COc1cc(NC(=O)Nc2cc(C)on2)cc(OC)c1OC,9%,5%,-7%,-7%,16%,-1%,2%,-6%,4%
Cc1cc(C)cc(OCC(=O)Nc2ccc(-c3nc4ncccc4o3)cc2C)c1,x,0%,6%,-9%,-22%[59 µM],-2%,-2%[60.1 µM],-18%,-3%
CC(NC(=O)COC(=O)c1ccc(Cl)cc1O)c1ccc(F)cc1 (centres undefined),2%,7%,-14%,173%[activator],u,13%,-1%,-8%,-14%
COc1ccc(C(=O)Nc2ccc3nc(SCC(=O)N4CCc5ccccc54)sc3c2)cc1,x,-20%,-1%,0%,-9%[59 µM],1%,-7%,0%,-5%
COc1ccc(C(=O)C2CCCN(C(=O)/C=C/c3ccccn3)C2)c(C)c1 (centres undefined),-3%,0%,-12%,10%,-36%,-1%,-9%,-1%,-12%
Cc1cc(-c2ccccc2)nc(SCC(=O)N2CCCC2)n1,0%,1%,-9%,33%[activator],16%,45%,-11%,2%,-9%
CCOC(=O)C1CCCN(S(=O)(=O)c2ccc(S(N)(=O)=O)cc2)C1 (centres undefined),-2%,8%,0%,31%[activator],1%,3%,-5%,-3%,-5%
CCC(=O)N(Cc1ccco1)c1nc(-c2cc(OC)ccc2OC)cs1,-2%,5%,-8%,9%,4%[59 µM],15%,2%,0%,-14%
CN1CCN(CC(=O)N(Cc2c(C#N)c3ccccc3n2C)c2ccccc2)CC1,0%,3%,0%,13%,-9%[59 µM],9%,-7%,-5%,-7%
Cc1ccc(CC2C(=O)N(c3nc(C)cc(C)n3)C(=O)C2C)cc1 (centres undefined),1%,0%,-8%,57%[activator],x,1%,6%,-1%,0%
CC(c1ccccc1)N1CCn2c(nc3cc(NC(=O)c4cccs4)ccc32)C1 (centres undefined),14%,-2%,0%,2%,u,27%,-7%,-3%,-10%
COc1ccccc1C(=O)N/C(=C\c1ccc(Br)cc1)C(=O)NCCCO,1%,-14%,-3%,3%,10%,14%,0%,2%,-10%
Brc1ccc2nc(N3CCN(c4ccccc4)CC3)sc2c1,-2%,x,-14%,77%[activator],-8%,2%,-8%,1%,-3%
O=C1NC(=S)N/C1=C/c1cc([N+](=O)[O-])ccc1N1CCOCC1,0%,11%,-17%,94%[activator],u,-3%,4%,1%,u
CCOC(=O)C1CCN(S(=O)(=O)c2ccc3oc(=O)ccc3c2)CC1,1%,-7%,7%,46%[activator],9%,42%,-4%,-6%,4%
CCc1ccccc1NC(=O)c1nnn(CC(=O)Nc2cccc(C)c2)c1N,5%,-31%,12%,-25%[58.9 µM],10%,-25%,0%,-2%,u
COc1ccc(CCNC(=O)CCc2nnc(Cc3ccc4c(c3)OCO4)o2)c(OC)c1,6%,-5%,-3%,2%,x,49%,-18%,-13%,-9%
COCCCNC(=O)c1cn(CC(C)C)c(=O)c2c1c1ccccc1n2C,0%,-2%&1%,-24%&-9%,3%&4%,4%[59 µM],3%&24%,8%&5%,-3%&-1%,-11%&-14%
Cc1ccc(O)c(CP(=O)(c2ccccc2)c2ccccc2)c1,0%,4%,-20%,27%,5%[59 µM],30%,-1%,-1%,2%
CC1CCN(CC(=O)Nc2cccc([N+](=O)[O-])c2)CC1,1%,3%,-12%,12%,-3%,23%,-9%,3%,-20%
CC(=O)N(C1=C(N)C(=O)c2ccccc2C1=O)c1ccccc1,-15%,-1%,2%,u,30%[2.33 µM],-2%,-3%,-8%,-8%
COC(=O)c1cc(C(=O)Nc2ccc(C)cn2)cc([N+](=O)[O-])c1,-1%,-6%,-11%,-5%,u,2%,-1%,0%,0%
C=CCOC(=O)C1=C(C)N=C2SCCC(=O)N2C1c1ccc(OC(=O)c2ccco2)cc1 (centres undefined),-3%,0%,-15%,33%[activator],-17%,7%,-14%,-4%,-20%
CCc1ccccc1NS(=O)(=O)c1cc(Br)cc2c1N(C(=O)C1CC1)CC2,x,2%,-9%,2%,-2%[59 µM],0%,-9%,-5%,-4%
NC(=O)NC(Cc1ccccc1)C(=O)N1CCN(S(=O)(=O)c2ccc(Cl)cc2)CC1 (centres undefined),-4%,14%,-14%,16%,26%[59 µM],x,-1%,x,x
CCC1(C)Cc2ccccc2-c2nc3n(c(=O)c21)CC(C(=O)O)S3 (centres undefined),0%,-5%,8%,4%,u,16%,-4%,1%,-8%
Cc1oc2ccc(O)cc2c1C(=O)c1ccccc1,27%,-7%,-17%,103%[activator],18%,-15%,-12%,-5%,u
COc1ccc(C)cc1NC(=O)C1CCCN(S(=O)(=O)c2ccc3c(c2)CCCN3C(C)=O)C1 (centres undefined),27%,-20%[57.1 µM],-18%&6%,-4%&-10%,7%,-4%&-4%,8%,-1%&-3%,-15%&9%
Cc1cccc(OCCNc2ccc([N+](=O)[O-])cn2)c1,-7%,u,-25%,214%[activator],14%[59 µM],-12%,-9%,-8%,u
CC(C)OCCCN1CN(S(=O)(=O)c2cccc(Cl)c2)c2nc3ccccc3nc21,-2%,-38%,-22%,6%,40%[0.501 µM],8%,-9%,-2%,u
CCC(=O)c1ccc(OCC(O)CNC(C)c2ccccc2)cc1 (centres undefined),1%,9%,-16%,6%,u,0%[57.1 µM],-12%,-8%,-20%
O=C(NCc1ccco1)NCC(F)(F)F,-6%,2%,-12%,6%,0%[12.7 µM],-15%,-16%,-1%,-4%
Cc1cnc(CNC(=O)C2CCC(=O)N(CCc3ccc(Cl)cc3)C2)cn1 (centres undefined),7%,10%,-12%,7%,x,3%,6%,-1%,4%
COc1ccc(Nc2c([N+](=O)[O-])ccc3c2=NC2(CCCCC2)N=3)cc1,-5%,7.1µM*,-19%,47%[activator],10µM*,-11%,-9%,-23%,u
Cc1cccn2c(=O)c3cc(C(=O)NCc4cccnc4)c(=N)n(C)c3nc12,5%,8%,x,x,-9%,1%,x,5%,36%[activator]
CC1(NC(=O)NCc2ccccc2)CCS(=O)(=O)C1 (centres undefined),1%,-3%,-37%,-44%,2%,-22%,-29%,-4%,0%
CCn1ncc(C2=NOC(C(=O)Nc3cnn(C45CC6CC(CC(C6)C4)C5)c3)C2)c1C (centres undefined),-4%,-8%,-15%,8%,23%[2.33 µM],26%,0%,1%,u
COC(C[C@H](O)[C@H](C)[C@@H](O)COCc1ccccc1)OC,-1%,-2%,-13%,-16%,16%[59 µM],80%,-8%,-1%,1%
COc1ccc(NC(=O)N(Cc2cc3cc(C)ccc3[nH]c2=O)CC2CCCO2)cc1 (centres undefined),1%,-29%,-11%,-8%,-2%,1%,-5%,-2%,-20%
Cc1cc(C)n2nc(C(=O)OCC(=O)NC(=O)c3ccccc3)nc2n1,6%,-6%,-14%,20%,5%,x,1%,x,x
Cc1c(N2C(=O)c3ccc4c5c(ccc(c35)C2=O)CC4)c(=O)n(-c2ccccc2)n1C,u,56µM*,2.8µM*,5.6µM*,50µM*,5µM*,50µM*,14µM*,0%
O=C(CSc1ncn[nH]1)Nc1nc(-c2ccccc2)ns1,-5%,-16%,-3%,u,u,-1%,-10%,1%,0%

# Full records as entered above. Screens in order: APE1 inh, BAZ2B block, POLH inh, Pol iota inh, G9a inh, Pol beta inh, POLK inh, BLM inh, Apoferritin bind
# `Cc1cccc(OCCNc2ccc([N+](=O)[O-])cn2)c1` is listed with -7%, u, -25%, 214%[activator], 14%[59 µM], -12%, -9%, -8%, u
# `COc1ccc(C(=O)C2CCCN(C(=O)/C=C/c3ccccn3)C2)c(C)c1` (centres undefined) is listed with -3%, 0%, -12%, 10%, -36%, -1%, -9%, -1%, -12%
# `COc1ccc(Nc2c([N+](=O)[O-])ccc3c2=NC2(CCCCC2)N=3)cc1` is listed with -5%, 7.1µM*, -19%, 47%[activator], 10µM*, -11%, -9%, -23%, u
# `CCC1(C)Cc2ccccc2-c2nc3n(c(=O)c21)CC(C(=O)O)S3` (centres undefined) is listed with 0%, -5%, 8%, 4%, u, 16%, -4%, 1%, -8%
# `COc1cc(NC(=O)Nc2cc(C)on2)cc(OC)c1OC` is listed with 9%, 5%, -7%, -7%, 16%, -1%, 2%, -6%, 4%
